Screens from PubChem BioAssay.
SF1 activator – activators of human nuclear receptor SF-1. CHO-K1 Gal4-SF-1 LBD luciferase reporter; % increase over DMSO SF-1-specific signal. activation, % at 10 µM. hit rate 1.9% among 65,000;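 active means activation above the mean activation of all tested compounds plus 3 SD, cut at about 50% in these data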
Target sequence (Q13285 whole entry, looked up, the tested form may be a part): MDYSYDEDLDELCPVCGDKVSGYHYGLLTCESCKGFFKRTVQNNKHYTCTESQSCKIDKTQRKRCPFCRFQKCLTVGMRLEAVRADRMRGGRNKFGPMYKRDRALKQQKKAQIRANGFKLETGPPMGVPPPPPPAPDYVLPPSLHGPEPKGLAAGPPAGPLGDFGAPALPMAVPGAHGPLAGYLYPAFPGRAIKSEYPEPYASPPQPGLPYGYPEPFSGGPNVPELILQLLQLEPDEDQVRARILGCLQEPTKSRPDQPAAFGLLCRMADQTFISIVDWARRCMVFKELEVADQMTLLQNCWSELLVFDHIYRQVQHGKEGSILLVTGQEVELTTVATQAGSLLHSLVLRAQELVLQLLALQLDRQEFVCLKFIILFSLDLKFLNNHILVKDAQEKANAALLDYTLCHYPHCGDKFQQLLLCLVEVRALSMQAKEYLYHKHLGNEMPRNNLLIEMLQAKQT
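Test system: transient Gal4-SF-1 LBD reporter, CHO-K1; Amount: 4,000 CHO-K1 cells per well; Doses: 10 µM only; Timing: compound exposure 20 h at 37 °C; Signal: luciferase light emission; Read-out basis: percent activation relative to DMSO median and mock-transfected background; Control set: DMSO negative control and −SF1 background wells; Replicates: one test per compound.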
AP ELISA ortho – orthogonal test for alternative complement pathway inhibitors | Human serum alternative complement pathway, LPS-coated ELISA, C3 deposition; tested in compound mixtures | inhibition, % at 5 µM | hit rate 0.08% among 62,000 | AID 1235;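 active means inhibition above 30% in each of the two pooled mixtures holding the compound, so the lower value exceeds 30%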;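 further: 0% = serum in Mg-EGTA without compound and 100% = EDTA serum blank; some compounds past the cut are filed as inactive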
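Test system: human serum alternative complement pathway, C3 deposition on LPS-coated wells; also added: Plate-bound LPS; doses: 5 µM per compound in ten-compound mixtures; schedule: 1 h at 37 °C; detection: Anti-C3 ELISA, OD 450 nm; evaluation: percent inhibition of C3 deposition onto LPS; repeats: two pool placements per compound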
5HT1E antag – 5-HT1E (human) receptor antagonism; P28566; CHO 5-HT1E Ga15 NFAT-bla reporter, FRET, antagonist; inhibition, % at 6 µM; hit rate 0.99% among 65,000; AID 571;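 active means inhibition above a set limit, the mean inhibition across every tested compound plus 3 SD, cut at about 29% in these data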;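 further: signal is the 460 over 535 nm emission ratio of beta-lactamase substrate; 0% = agonist plus DMSO wells and 100% = wells without agonist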
HTR1E agonist – 5-HT1E (human) receptor agonism | P28566 | CHO 5-HT1E Ga15 NFAT-bla reporter, FRET; 0% DMSO wells, 100% control agonist wells | activation, % at 6 µM | hit rate 0.69% among 65,000 | AID 574;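 active means activation above a set limit, the screen-wide mean activation plus 3 SD, cut at about 8.5% in these data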;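 further: 100% = positive control agonist at 1 µM giving full maximal response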
S1P3 ag – agonists of human S1P3 receptor | S1P3 NFAT-BLA reporter cells, agonism, FRET ratio; relative to 1 µM S1P, basal subtracted | activation, % at 4.5 µM | AID 373 | Q99500 | hit rate 0.1% among 60,000;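 active means activation above the screen-wide mean plus 3 SD, cut at about 4.5% in these data, passing the limit was not always enough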; further: some compounds called inactive have numbers as strong as hits
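Assay system: stable CHO line with human S1P3, Gα16, NFAT-BLA reporter; Detection: FRET β-lactamase substrate fluorescence, excitation 405 nm, 460/535 nm emission ratio, background-subtracted; Read-out: percent activation versus median 1 µM S1P response, basal-subtracted, per plate; Incubation: cells plated overnight, compound 4 h 37 °C, substrate 2 h RT.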
5-HT1A blocker – antagonists of human 5-HT1a serotonin receptor; inhibition, % at 10 µM; CHO 5-HT1a Ga15 NFAT-bla reporter, antagonist mode; hit rate 0.68% among 62,000; AID 612; P08908;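 active means inhibition above the mean of all tested compounds plus 3 SD, cut at about 43% in these data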;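 further: receptor stimulated by 5-CT agonist at 100 nM near EC80; beta-lactamase reporter measured by ratiometric fluorescence of a cleavable substrate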
Target sequence (P08908 whole entry, looked up): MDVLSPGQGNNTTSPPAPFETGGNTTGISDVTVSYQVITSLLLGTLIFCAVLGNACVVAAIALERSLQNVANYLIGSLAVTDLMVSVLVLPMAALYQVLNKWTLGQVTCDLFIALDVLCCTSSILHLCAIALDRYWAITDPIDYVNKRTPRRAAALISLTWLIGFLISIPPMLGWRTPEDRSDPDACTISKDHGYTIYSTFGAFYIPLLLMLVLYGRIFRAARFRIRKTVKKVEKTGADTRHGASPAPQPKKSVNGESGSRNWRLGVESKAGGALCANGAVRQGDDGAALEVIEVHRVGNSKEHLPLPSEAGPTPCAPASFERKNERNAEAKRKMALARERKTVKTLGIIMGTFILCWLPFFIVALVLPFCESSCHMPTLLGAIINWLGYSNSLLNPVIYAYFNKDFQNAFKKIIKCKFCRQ
S1P1 ag-PAM – activates or potentiates agonism at human S1P1 receptor; P21453; S1P1 CRE-bla cells, forskolin, beta-lactamase FRET, potentiator mode; S1P1 agonist co-added at EC20, 2 nM; 100% = saturating reference agonist, 0% = basal; activation, % at 9.5 µM; hit rate 0.57% among 56,000; AID 449;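 active means activation above a cutoff set at the mean activation of all tested compounds plus 3 SD, cut at about 54% in these data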;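 further: forskolin at 4 µM as EC80 and the EC20 agonist is SEW2871; 100% = SEW2871 at its EC100 plus forskolin at EC80; some compounds past the cut are filed as inactive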
tolC growth inh – blocks growth of E. coli BW25113 tolC mutant; OD615; growth inhibition, % at 10 µM (by protocol); hit rate 2.2% among 65,000;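 active means growth inhibition at or above a cutoff equal to the mean over every tested compound plus 3 SD, cut at about 60% in these data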;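 further: growth measured after 20 h incubation at 37 °C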
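Material: E. coli BW25113 ΔtolC::kan, tolC deletion mutant strain. Measure: percent growth inhibition. Schedule: 37 °C, 20 h exposure. Doses: single-point testing at 10 µM. Signal: A615 absorbance measurement. Buffer or medium: kanamycin-containing LB broth (50 µg/mL).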
RORA act – activators of human nuclear receptor RORA | CHO-K1 Gal4-RORA LBD luciferase reporter, luminescence; percent increase over mock-subtracted basal signal | activation, % at 10 µM | AID 560 | hit rate 1.5% among 65,000;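 active means activation above the mean of all tested compounds plus 3 SD, cut at about 49% in these data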;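 further: 0% = DMSO-treated RORA cells and 100% = added signal equal to DMSO minus mock-transfected cells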
* marks the source's active call; other numbers are inactive results; . = no result given. Compounds as they come. Share with any hit: about 7.1%.

#1 COc1cccc(NC(=O)N2CCC(N3CCCCC3)CC2)c1
#2 O=S(=O)(NCc1ccco1)N1CCOCC1
#3 Cc1cc(C)c(NC2=NCC(=O)N2C2CCCCC2)c(C)c1
#4 CCOc1ccc(NC(=O)c2cccc3c2C(=O)N(Cc2cccnc2)C3)cc1
#5 Cc1c(C(=O)OCCN2CCCCC2)oc2ccccc12
#6 COc1cc2c(cc1NC(=O)COC(=O)C1CC(=O)N(Cc3ccco3)C1)oc1ccccc12 (centres undefined)
#7 COc1cc2c(cc1OC)CN(CC(=O)Nc1cccc(C)c1)CC2
#8 C=CCn1c(SCC(=O)NCc2cccs2)nnc1C1CCCCC1
assay / compound	1	2	3	4	5	6	7	8
SF1 activator	-21	15	3	28	21	25	-13	-1
AP ELISA ortho	25	3	-4	11	-4	-4	-4	11
5HT1E antag	7	3	-6	21	1	-7	23	4
HTR1E agonist	-0.5	0.6	-0.4	0.2	0.3	0.3	-1.6	-0.5
S1P3 ag	-0.8	-1.1	0.2	0.4	0.5	1.6	-1.3	0.8
5-HT1A blocker	-2	2	-10	4	-10	17	12	1
S1P1 ag-PAM	-8	.	-8	10	-12	15	29	3
tolC growth inh	-11	-12	31	20	-13	-12	12	-12
RORA act	-21	3	-20	28	4	-10	1	-5

#9 CCCC(=O)Nc1cc(C)c(NC(=O)Cc2ccccc2)cn1
#10 O=C(c1ccco1)N1CCN(c2ncnc3scc(-c4cccs4)c23)CC1
#11 CC1(C)NC(=O)N(CCCCOc2cccc(C(F)(F)F)c2)C1=O
#12 CC(C)(C)NS(=O)(=O)c1cccc2nsnc12
#13 Nc1nonc1-c1nc2ccccc2n1CC(=O)N1CCCCC1
#14 COc1cccc(Nc2nc(=O)[nH]nc2C)c1
#15 COc1ccc(Nc2ncnc3c2cnn3Cc2ccccc2)cc1OC
#16 CCOc1ccc(C(CC(=O)O)NS(=O)(=O)c2ccc(C)cc2)cc1OC (centres undefined)
assay / compound	9	10	11	12	13	14	15	16
SF1 activator	-6	7	-7	-16	0	30	11	-5
AP ELISA ortho	2	7	8	-3	17	4	3	13
5HT1E antag	5	15	-3	5	5	13	13	-1
HTR1E agonist	-0.4	1.1	0.4	0.2	-0.1	-1.4	0.5	-0.4
S1P3 ag	.	-0.2	-0.3	.	0.2	-1.5	-0.5	-0.2
5-HT1A blocker	-2	0	-12	-4	7	1	7	5
S1P1 ag-PAM	.	5	.	.	15	17	3	7
tolC growth inh	-15	28	20	-10	-10	-12	26	-30
RORA act	16	3	-8	8	-5	-10	1	2

#17 COc1ccc(O)c(C(=O)CC(=O)c2ccccc2)c1
#18 COc1cccc(C(=O)Nc2cccc(C(=O)N3CCOCC3)c2)c1
#19 CCOCCCNC(=O)C(c1ccc(C)cc1)N(Cc1ccc2c(c1)OCO2)C(=O)c1cnccn1 (centres undefined)
#20 Cc1ccccc1S(=O)(=O)Cc1ccc(C(=O)NCCCN2CCN(C)CC2)o1
#21 CC(=O)NCc1cn2c(C)csc2n1
#22 Cc1cc(NC(=O)Cc2cccs2)nn1CC(=O)NCc1ccco1
#23 CCCc1cc(=O)n2[nH]c(NCc3cccs3)nc2n1
#24 O=C(CCCNS(=O)(=O)c1cccs1)N1CCc2ccccc2C1
assay / compound	17	18	19	20	21	22	23	24
SF1 activator	-29	-6	-6	8	22	-3	1	0
AP ELISA ortho	13	1	18	12	11	-1	5	12
5HT1E antag	-3	3	6	-7	-19	7	0	4
HTR1E agonist	1.6	-0.7	-0.4	-1.6	-0.2	16*	0.1	-0.4
S1P3 ag	-0.7	-1.1	.	0.7	0.0	-0.8	.	.
5-HT1A blocker	2	-6	4	-3	-9	7	10	-12
S1P1 ag-PAM	-29	.	.	-7	-6	-2	.	.
tolC growth inh	29	17	8	-15	-14	-1	1	1
RORA act	-32	4	0	7	11	8	2	-6

#25 Cc1c(NC(=O)C(C)OC(=O)C(NC(=O)c2ccco2)C(C)C)c(=O)n(-c2ccccc2)n1C (centres undefined)
#26 CCOC(=O)CSc1nc(C2CC2)nc2ccccc12
#27 CCn1cc(C(=O)Nc2cccc(NC(C)=O)c2)c2cc(OC)c(OC)cc2c1=O
#28 CC1CCCN(C(=O)CSCC(=O)Nc2nc(-c3cccs3)cs2)C1 (centres undefined)
#29 CC(=O)c1cc(F)c(N2CCCC2)cc1C
#30 CCOC(=O)c1ccc(NC(=O)N2CCc3ccccc32)cc1
#31 COc1cc(Cl)c(C)cc1NC(=O)COC(=O)c1cnc(C)cn1
#32 COc1ccc(OC)c(-n2cnc3cc(C(=O)O)ccc32)c1
assay / compound	25	26	27	28	29	30	31	32
SF1 activator	6	8	-7	39	-24	61*	-6	20
AP ELISA ortho	-3	-3	6	13	12	13	-2	3
5HT1E antag	8	-1	8	11	0	-8	-1	-8
HTR1E agonist	0.7	-0.8	-1.1	0.0	-0.1	-0.6	-0.3	-0.1
S1P3 ag	-0.4	-0.9	.	0.3	-1.3	-1.1	-0.7	-0.8
5-HT1A blocker	11	13	1	-2	-7	2	4	-10
S1P1 ag-PAM	-50	5	.	28	32	2	16	-20
tolC growth inh	-9	23	13	33	-4	9	-20	-4
RORA act	-13	-3	9	8	6	14	23	-8

#33 CCCCCOC(=O)Cn1c(=O)oc2ccccc21
#34 CCN(CC)S(=O)(=O)N1CCC(C(=O)NC2CCCC2)CC1
#35 CC(=O)C(Sc1nc(-c2ccc(F)cc2)nc2c1c(=O)n(C)c(=O)n2C)C(C)=O
#36 O=C(CSc1ncnc2c1oc1ccccc12)NCc1ccco1
#37 O=C(OCn1nnc2ccccc2c1=O)c1cccnc1
#38 CC(Sc1ncc(C#N)c(N)n1)C(=O)Nc1ccccc1 (centres undefined)
#39 CCOc1ccccc1-n1c(SCC(=O)NC(C)CC)nnc1-c1ccoc1C (centres undefined)
#40 N#Cc1cccc(-c2nnc(SCc3ccccc3C#N)o2)c1
assay / compound	33	34	35	36	37	38	39	40
SF1 activator	-14	-2	-5	5	12	6	12	39
AP ELISA ortho	19	-2	8	5	11	9	3	7
5HT1E antag	2	-2	97*	9	-2	1	1	6
HTR1E agonist	1.1	-0.4	-0.9	0.0	-0.3	0.1	-0.3	-0.2
S1P3 ag	-0.5	0.4	-0.1	-1.5	-0.4	1.0	-0.4	-1.1
5-HT1A blocker	-2	-12	6	7	-9	-9	7	-11
S1P1 ag-PAM	9	-11	7	-24	3	-14	12	2
tolC growth inh	9	-11	-9	.	-8	-12	-13	21
RORA act	-2	-14	-6	11	-2	-13	-16	15

#41 CCN1CCN(C(=O)CCN2C(=O)COc3ccc(C)cc32)CC1
#42 CCCc1nnc(SCC(=O)Nc2ccc(OCC)cc2)n1N
#43 Oc1cccc(C=NCc2ccccc2)c1O
#44 COc1ccc(C(=O)NC2CCCCC2)cc1S(=O)(=O)N1CCCC1
#45 Cc1nc(-c2ccccc2)cc(=O)[nH]1
#46 Cn1c(NCC(O)c2ccccc2)nc2c1c(=O)n(Cc1ccc(Cl)cc1)c(=O)n2C (centres undefined)
#47 COc1ccc(C)cc1Cn1c(S(C)(=O)=O)nc2ccccc21
#48 CCOc1ccc(-c2nnc3sc(-c4ccccc4OC)nn23)cc1
assay / compound	41	42	43	44	45	46	47	48
SF1 activator	-5	-9	7	8	-11	-1	-3	7
AP ELISA ortho	-7	1	6	14	17	14	11	.
5HT1E antag	2	-9	-1	-4	-1	-21	4	5
HTR1E agonist	0.0	0.9	0.1	0.5	1.4	0.8	-0.2	-0.6
S1P3 ag	-1.4	-0.8	-0.8	-1.1	-1.2	-1.3	-1.6	-1.7
5-HT1A blocker	-4	-7	1	-2	8	.	24	.
S1P1 ag-PAM	-28	-3	.	-8	5	11	.	0
tolC growth inh	-4	-8	-8	-10	-12	16	3	5
RORA act	-11	4	-18	-8	8	0	3	-7

HTR1E agonist: entries above that show a hit.
| # | smiles | AP ELISA ortho | 5HT1E antag | HTR1E agonist | S1P3 ag | 5-HT1A blocker | S1P1 ag-PAM |
| --- | --- | --- | --- | --- | --- | --- | --- |
| 22 | Cc1cc(NC(=O)Cc2cccs2)nn1CC(=O)NCc1ccco1 | -1 | 7 | 16* | -0.8 | 7 | -2 |

(listing goes on)
#49 CN(C)C(=O)c1ccc(NC(=O)c2cncc(Br)c2)cc1
#50 CCOc1cc(-c2nc3ccccn3c2NCC2CCCO2)ccc1O (centres undefined)
#51 Cc1nn(-c2ccccc2)c2sc(C(=O)N(CC(=O)NC3CCCC3)Cc3ccco3)cc12
#52 COc1ccccc1CNC(=O)CN(c1ccc(C)cc1)S(=O)(=O)c1c(C)n[nH]c1C
assay / compound	49	50	51	52
SF1 activator	0	7	28	-8
AP ELISA ortho	14	-10	5	13
5HT1E antag	7	19	-2	9
HTR1E agonist	-0.4	-0.8	-0.5	-0.1
S1P3 ag	-0.6	-1.4	-1.1	-0.2
5-HT1A blocker	18	0	12	20
S1P1 ag-PAM	13	-6	-42	11
tolC growth inh	-6	-12	8	0
RORA act	18	18	23	21

Rewritten with values under each structure: 2 of the compounds above.
Each structure is followed by: SF1 activator, AP ELISA ortho, 5HT1E antag, HTR1E agonist, S1P3 ag, 5-HT1A blocker, S1P1 ag-PAM, tolC growth inh, RORA act
50. CCOc1cc(-c2nc3ccccn3c2NCC2CCCO2)ccc1O (centres undefined)
    7, -10, 19, -0.8, -1.4, 0, -6, -12, 18
51. Cc1nn(-c2ccccc2)c2sc(C(=O)N(CC(=O)NC3CCCC3)Cc3ccco3)cc12
    28, 5, -2, -0.5, -1.1, 12, -42, 8, 23
